# Bioassay records as filed in PubChem.
# CXCR6 inh – inhibitors of human CXCR6 receptor | O00574 | CHO-K1 PathHunter CXCR6 beta-arrestin, luminescence | inhibition, % at 20 µM | hit rate 0.36% among 360,000; in the data active = inhibition above about 34%, passing the limit was not always enough;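 note: antagonist mode with CXCL16 agonist at 10 nM final; 0% = 10 nM CXCL16 with DMSO and 100% = unstimulated wells without agonist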
# Target sequence (O00574 whole entry, looked up): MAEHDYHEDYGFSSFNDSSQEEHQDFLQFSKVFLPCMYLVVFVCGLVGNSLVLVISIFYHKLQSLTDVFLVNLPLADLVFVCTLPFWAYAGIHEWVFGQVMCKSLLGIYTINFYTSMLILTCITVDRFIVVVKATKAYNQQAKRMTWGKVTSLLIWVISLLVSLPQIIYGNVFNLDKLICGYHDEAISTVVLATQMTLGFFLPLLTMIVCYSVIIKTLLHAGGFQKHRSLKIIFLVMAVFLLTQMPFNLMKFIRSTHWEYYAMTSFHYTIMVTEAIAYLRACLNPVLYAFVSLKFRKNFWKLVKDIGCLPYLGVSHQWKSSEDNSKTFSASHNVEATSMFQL
# EBI2 antag – blocks human EBI2 receptor beta-arrestin signaling. hit rate 0.81% among 360,000. EBI2 beta-arrestin recruitment, luminescence, 7a,25-OHC stimulated. P32249. inhibition, % at 5 µM. AID 651636; in the data active = inhibition above about 38%;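 note: enzyme fragment complementation signal reports receptor beta-arrestin coupling in cells; 0% = agonist plus DMSO wells and 100% = wells without agonist; some results beyond the cut were filed as inactive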
# Target sequence (P32249 whole entry, looked up, the tested form may be a part): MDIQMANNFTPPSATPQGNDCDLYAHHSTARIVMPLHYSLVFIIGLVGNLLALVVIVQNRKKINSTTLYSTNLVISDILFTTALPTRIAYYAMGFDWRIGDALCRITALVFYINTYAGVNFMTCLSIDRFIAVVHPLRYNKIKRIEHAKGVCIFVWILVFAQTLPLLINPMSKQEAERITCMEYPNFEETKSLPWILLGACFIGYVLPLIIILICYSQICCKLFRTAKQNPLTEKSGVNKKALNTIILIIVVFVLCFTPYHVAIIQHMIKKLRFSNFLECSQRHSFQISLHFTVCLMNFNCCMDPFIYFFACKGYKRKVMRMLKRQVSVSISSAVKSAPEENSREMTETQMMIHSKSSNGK
# Active calls of the source: *. A portion of the library, so the mix of outcomes need not match the whole.
SMILES,CXCR6 inh,EBI2 antag
COc1ccc(C#Cc2cccc(-c3nc(C(=O)NCc4ccc(Oc5ccccc5)cc4)cc4c3[C@@H](CCO)N(S(=O)C(C)(C)C)C4)c2)cc1OC (stereo not given in full),-8,-10
Cc1c(C(=O)NCc2ccccc2C(F)(F)F)sc(=O)n1Cc1cccc(C(F)(F)F)c1,5,19
Cc1ccc2nc(SCC(=O)N3N=C(c4cccs4)CC3c3ccc(F)cc3)nc(=O)n2c1 (stereo not given),8,14
CCC1NC(=O)c2cccnc2-n2c1nc1ccc(F)cc1c2=O (stereo not given),-8,-3
Cc1ccc(S(=O)(=O)N2CCOCC2)cc1NC(=O)COC(=O)c1ccco1,4,-6
CC(C)CNC(=O)c1cccc2c(-c3cccnc3)coc12,4,-18
CCc1ccccc1NC(=O)CCC(=O)N1CCN(C(C)=O)CC1,2,-3
COc1cc(OC)cc(-c2noc(-c3csc([C@@H]4C[C@H](O)[C@@H](CO)O4)n3)n2)c1,2,-2
Cc1cccnc1C1=NOC(Cc2ccccc2)C(=O)N1CCOc1ccc(F)cc1 (stereo not given),12,0
CCCCN(C)C(=O)c1ccc(Nc2nc(C(N)Cc3ccccc3)cs2)nc1 (stereo not given),-3,-1
COc1ccc(CSc2n[nH]c(=O)[nH]c2=O)cc1,-4,0
O=C(COC(=O)c1ccccc1)NCC1COc2ccccc2O1 (stereo not given),9,-3
CC(O)(c1ccccc1)c1nc(-c2ccc(S(C)(=O)=O)cc2)cs1 (stereo not given),-3,-1
CCCS(=O)(=O)NC(=O)C1(C)CCN(C(=O)c2cc(C)on2)C1 (stereo not given),-3,-5
Cc1ccc(S(=O)(=O)N(C)C[C@@H]2OCCCC[C@@H](C)Oc3ccc(NS(=O)(=O)c4c(C)noc4C)cc3C(=O)N([C@H](C)CO)C[C@@H]2C)cc1,-10,11
CC1(C(=O)NS(=O)(=O)c2ccc(Cl)cc2)CCN1C(=O)Cc1ccccc1 (stereo not given),-6,-16
CC1(Cc2ccc(Cl)cc2)C(=O)Nc2ccc(-c3cccnc3)cc21 (stereo not given),-9,18
CCOC(=O)C1=CCC(c2ccc(F)cc2)N(S(=O)(=O)c2ccc(C)cc2)C1 (stereo not given),8,15
CC(=O)N1CCN(C(=O)OC2CC3CC2[C@H]2CCCCN2C3=O)CC1 (stereo not given in full),-3,-8
O=C(NCCc1ccccc1)Nc1nnc([C@@H]2C[C@H](O)[C@@H](CO)O2)s1,-4,1
COCCNC(=O)C1(C)CCCN(C(=O)c2cc(C)on2)C1 (stereo not given),-13,-8
CC(C)(C)OC(=O)N1CCc2onc(-c3ccc(Br)cc3)c2C1=O,4,11
CN(Cc1ccccc1)C(=O)c1csc([C@@H]2C[C@H](O)[C@@H](CO)O2)n1,-7,-6
Fc1ccc(-c2ccc3nccn3c2)cc1Cl,-6,-5
COc1ccc(NC(=O)C2(C)CCN2Cc2ccc3ccccc3c2)cc1OC (stereo not given),-3,3
Cc1ccc(S(=O)(=O)NC(=O)NC2=NC(C)(C)N(c3ccc(Cl)c(Cl)c3)C(N)=N2)cc1,2,-4
N#Cc1ccccc1COC(=O)c1cc(S(=O)(=O)N2CCOCC2)ccc1F,-13,-14
C#CCNC(=O)C[C@@H]1C[C@@]2(C(=O)OCC)CCC=C2N(Cc2ccc3c(c2)OCO3)C1=O,-4,3
CSc1ncccc1C(=O)OCC(=O)N(C)Cc1ccc(C)cc1,3,-7
COc1ccc(-c2nc(S(=O)(=O)c3ccccc3)c(N3CCN(C)CC3)o2)cc1,3,10
COc1ccc(CNC(=O)C2CCC(=O)N(C3CCCCCC3)C2)c(OC)c1 (stereo not given),-5,-2
Cc1ccc(C(=O)N(CC(=O)NC2CCCC2)c2ccccc2F)s1,3,-9
CC1=C(C(=O)N2CCCCCC2)CC(CC(=O)NCCc2ccccn2)C(=O)N1Cc1ccccc1 (stereo not given),7,-3
COc1ccccc1CNC(=O)C1(C)CCN1Cc1ccc(OC(F)(F)F)cc1 (stereo not given),-2,21
CC(=O)Oc1ccc2c(c1)C(=O)CCCCCC(=O)O2,-1,-9
Cc1ccc(F)cc1NC(=O)COC(=O)C1CC2CCCC(C1)C2=O (stereo not given),-4,-4

# Record cards, from the list above. Order of values: CXCR6 inh	EBI2 antag
# CSc1ncccc1C(=O)OCC(=O)N(C)Cc1ccc(C)cc1 across the screens: 3	-7
# C#CCNC(=O)C[C@@H]1C[C@@]2(C(=O)OCC)CCC=C2N(Cc2ccc3c(c2)OCO3)C1=O across the screens: -4	3
# Cc1ccc(C(=O)N(CC(=O)NC2CCCC2)c2ccccc2F)s1 across the screens: 3	-9
# Cc1ccc(S(=O)(=O)NC(=O)NC2=NC(C)(C)N(c3ccc(Cl)c(Cl)c3)C(N)=N2)cc1 across the screens: 2	-4

# Going on with the list.
SMILES,CXCR6 inh,EBI2 antag
CN(Cc1ccccc1)Cc1cc(=O)oc2ccc3ccccc3c12,9,18
Cc1ccc(S(=O)(=O)N2CCC(C(=O)OCC(=O)N(Cc3ccccc3)C(C)C)CC2)cc1C,3,-2
COc1ccc(-c2csc(C(NC(C)=O)c3cccc(F)c3)n2)cc1 (stereo not given),8,1
COc1ccc(CC(N)c2csc(NC(=O)CCc3ccccc3)n2)cc1 (stereo not given),-19,-7
O=C1C(=Cc2cn(-c3ccccc3)nc2-c2ccc(OCc3ccccc3F)cc2)SC(=S)N1CCS(=O)(=O)O,15,6
COc1cccc(C(=O)NNS(=O)(=O)c2ccccc2)c1,2,-5
CCc1nc2c(OCC(N)=O)cccn2c1N(C)C(=O)C(C)C,-5,-12
CC(=O)c1ccc(-c2cnc3c(NC=O)cc(-c4cnn(C)c4)cn23)cc1,-7,-3
CCCc1c(C(=O)N/N=C(\C)c2ccccc2O)nnn1-c1nonc1N,-7,3
COc1ccc(C(C)=O)cc1Cn1c(C)c(C(=O)NCc2ccc3c(c2)OCO3)sc1=O,1,-3
COc1cc(C(=O)N2CCCCC2c2cc(C(=O)NC(C)C)no2)cc(OC)c1C (stereo not given),1,1
COc1ccc(Cl)cc1Cn1c(C)c(C(=O)NCc2cccc([N+](=O)[O-])c2)sc1=O,6,8

# In the list so far, two contain a thiophene ring, fused or not.
SMILES,CXCR6 inh,EBI2 antag
Cc1ccc2nc(SCC(=O)N3N=C(c4cccs4)CC3c3ccc(F)cc3)nc(=O)n2c1 (stereo not given),8,14
Cc1ccc(C(=O)N(CC(=O)NC2CCCC2)c2ccccc2F)s1,3,-9

# Next part.
SMILES,CXCR6 inh,EBI2 antag
C(=C\c1ccccc1)/CN1CCN(C(c2ccnc3ccccc23)c2nnnn2C2CCCC2)CC1 (stereo not given),1,20
CCC1(c2ccccc2)NC(=O)N(CC(=O)Nc2ccc3c(c2)CCC3)C1=O (stereo not given),0,2
O=S1(=O)CC(N2CC=CC2)CN1Cc1cn(Cc2cccc(Cl)c2)nn1 (stereo not given),-5,-11
C[C@@H]1CN([C@@H](C)CO)C(=O)CCCn2nncc2CO[C@H]1CN(C)C(=O)Nc1ccc(N2CCCCC2)cc1,0,-4
COc1ccc(OCC(=O)N2CCc3ccccc32)c([N+](=O)[O-])c1,-6,-4
C[C@@]12C(C[C@H](O)[C@@]34C[C@@H](CCC13)[C@@H](CO)C4=O)[C@](C)(C(=O)O)CC[C@@H]2O (stereo not given in full),-6,-8
O=C(O)c1c2c(nc3ccc(S(=O)(=O)N4CCC(C(=O)NCc5ccccc5)CC4)cc13)CCCC2,-7,6
CC1(C(=O)NS(=O)(=O)Cc2ccccc2C(F)(F)F)CCN1C(=O)Cc1cccs1 (stereo not given),-8,-3
CCOc1ccc(CCN2C(=S)N([C@@H](Cc3ccccc3)CN3CCC[C@@H]3CN3C(=S)NC[C@@H]3CC(C)C)C[C@@H]2Cc2ccccc2)cc1,-4,4
CC1CC(=O)Nc2ccccc2N1C(=O)COc1ccccc1C(N)=O (stereo not given),0,0
Nc1[nH]c(C(=O)c2ccccc2)c(-c2cccnc2)c1C(=O)NC1CCCCC1,9,-12
COC(=O)[C@]12CCCCC=C1N(Cc1ccco1)C(=O)[C@H](CC(=O)NCc1ccccc1)C2,-3,3
OC(c1ccc(Cl)c(Cl)c1)c1ncc(-c2ccc(C(F)(F)F)cc2)[nH]1 (stereo not given),-26,16
C[C@@H]1CCCCO[C@@H](CN(C)C(=O)CCC(F)(F)F)[C@@H](C)CN([C@H](C)CO)C(=O)c2cc(N(C)C)ccc2O1,-10,1
CCN(C(=O)c1cc(OC)c(OC)c(OC)c1)C1CCCCC1,1,-1
CCCCNC(=O)C1(C)CCCCN1C(=O)c1cncc(Br)c1 (stereo not given),2,-7
Cn1nc(-c2ccccc2)cc1NC(=O)[C@@H]1O[C@H](CO)[C@H](O)[C@H](O)[C@H]1O,1,-1
Cc1ccc(CNC(=O)CC[C@H]2O[C@@H](n3cc(C)c(=O)[nH]c3=O)C[C@@H]2O)o1,-2,0
C[C@H]1CN([C@@H](C)CO)S(=O)(=O)c2ccc(C#Cc3ccccn3)cc2O[C@H]1CN(C)Cc1ccc(F)cc1,-6,0
CC(C)(C(=O)N1CCC1(C)C(=O)NS(=O)(=O)c1ccc(Br)cc1)c1ccccc1 (stereo not given),-2,3
CCCCN1C(=O)C(CC(=O)NCCCCc2ccccc2)CC(C(=O)N2CCCCCC2)=C1C (stereo not given),10,11
CCCS(=O)(=O)NC(=O)C1(C)CCCN(C(=O)c2nc3ccccc3s2)C1 (stereo not given),0,-9
CCOC(=O)C1(C)CCN1C(=O)c1cccc2ccccc12 (stereo not given),-1,-16
CC1CCCCN1CCNC(=O)c1ccc2c(c1)N(Cc1cccc(Cl)c1)C(=O)c1ccccc1S2(=O)=O (stereo not given),24,-8
Cc1ccccc1S(=O)(=O)N(C)C[C@H]1OCc2cn(nn2)CCCC(=O)N([C@@H](C)CO)C[C@@H]1C,1,-2
O=C(NCc1ccncc1)c1ccc(-c2ccc(F)c(F)c2)c2ccoc12,-9,-7
Clc1cccc(Cc2c(-c3ccco3)nc3ccc(Br)cn23)c1,-4,3
CC1(C(=O)Nc2ccc3c(c2)OCCO3)CCN1C(=O)c1cccc(F)c1 (stereo not given),-7,1
COc1ccc2c(c1)CCCO[C@]21O[C@H](CCO)C[C@H](O)[C@H]1O,-6,-10
COC(=O)c1ccccc1NC(=O)CCCOc1cc(=O)n(C)c2ccccc12,-2,1
CCOC(=O)C1(Cc2ccccc2)CCCN(C(=O)COc2ccccc2OC)C1 (stereo not given),2,7
C[C@H](CO)N1C[C@H](C)[C@H](CN(C)C(=O)Nc2ccc(C(F)(F)F)cc2)Oc2ncc(Br)cc2C1=O,-3,-6
O=C(NCc1nnnn1-c1ccc(F)cc1)c1cc2ccccc2o1,3,-7
CCC1(c2ccccc2)CN(C)C1=O (stereo not given),1,-12
O=C(c1ccccc1F)N1CCC2CC1c1cc(N3CCCCC3)ccc12 (stereo not given),-6,-2
Fc1cccc(Cc2c(C3CCCCC3)nc3c4ccccc4ccn23)c1,12,21
COc1ccc(NC(=O)Nc2nnc([C@H]3C[C@H](O)[C@@H](CO)O3)s2)cc1,1,0
NC(Cc1ccccc1)c1csc(Nc2ccc(C(=O)NCCCO)cn2)n1 (stereo not given),-5,-3
CCC(c1nnnn1C1CCCC1)N1CCN(C/C=C/c2ccccc2)CC1 (stereo not given),1,19
N#Cc1ccc(C(=O)N2CCCCC2c2cc(C(=O)NCc3ccccc3)no2)cc1 (stereo not given),5,5
COc1cccc(-c2cc3nc(NCc4ccc(C)cc4C)n(C)c(=O)c3s2)c1,5,-4
CC(C)C#Cc1cnc2c(c1)C(=O)N([C@@H](C)CO)C[C@@H](C)[C@H](CN(C)Cc1cccc(F)c1)O2,6,-2
COC(=O)c1ccc2c(=O)n(CCN3CCOCC3)c(SCC(=O)Nc3ccccc3OC)nc2c1,5,-2
CCOC(=O)C1(C)CCN1C(=O)c1cc(-c2ccc(Cl)cc2)oc1C (stereo not given),-8,5
O=C(C[C@@H]1C[C@H]2c3cc(NC(=O)Nc4ccccc4F)ccc3O[C@H]2[C@H](CO)O1)NCC(F)(F)F,-4,-12
Cc1ccc(S(=O)(=O)Nc2ccc3c(c2)C(=O)N([C@@H](C)CO)C[C@@H](C)[C@@H](CN(C)C(=O)NC2CCCCC2)OCCCC[C@H](C)O3)cc1,1,-1
CSCC[C@H](CO)NC(=O)[C@H]1O[C@@H](n2cnc3c(N)ncnc32)[C@H](O)[C@@H]1O,0,-4
CCc1nc2c(OCCC3CCCCC3)cccn2c1N(C)C(=O)c1ccccc1F,35,19

# 3 entries from above, with values under each structure:
# Sequence of screens – CXCR6 inh	EBI2 antag
COc1cccc(-c2cc3nc(NCc4ccc(C)cc4C)n(C)c(=O)c3s2)c1
    5	-4
Cc1ccc(S(=O)(=O)Nc2ccc3c(c2)C(=O)N([C@@H](C)CO)C[C@@H](C)[C@@H](CN(C)C(=O)NC2CCCCC2)OCCCC[C@H](C)O3)cc1
    1	-1
N#Cc1ccc(C(=O)N2CCCCC2c2cc(C(=O)NCc3ccccc3)no2)cc1 (stereo not given)
    5	5

# The results go on:
SMILES,CXCR6 inh,EBI2 antag
O=S(=O)(NCc1ccncc1)c1ccc(F)c(F)c1,-4,-16
O=c1[nH]c2cc([N+](=O)[O-])cc(Cl)c2c2ccccc12,-8,-21
O=S(=O)(c1cccc2ccccc12)N1CCC2CC1c1cc(-c3ccc4c(c3)OCO4)ccc12 (stereo not given),9,12
CCc1nc2c(OCc3ccc(F)cc3)cccn2c1N(C)C(=O)c1ccc(C)cc1,0,8
CCCCC(=O)N(C)c1c(CC)nc2c(OCC(=O)C(C)(C)C)cccn12,-1,-2
CCCCN1C[C@H](C)[C@@H](CC(=O)NC)C1=O,-8,-7
C[C@@H]1CN([C@@H](C)CO)C(=O)CCCn2cc(nn2)CO[C@H]1CN(C)S(=O)(=O)c1ccc(C#N)cc1,-10,2
CC1(C(=O)Nc2ccc(Cl)c(Cl)c2)CCN1C(=O)CC(c1ccccc1)c1ccccc1 (stereo not given),2,8
Cc1ccc(-c2nc3ccc(C)cn3c2Cc2ccccc2C(F)(F)F)cc1,0,7
